SARS 3CLpro inh = SARS-CoV 3CLpro protease inhibition; P0C6X7; recombinant SARS-CoV 3CLpro, quenched FRET peptide cleavage; inhibition, % at 6 µM; 0.14% of 290,000 active; AID 1706; in the data active = inhibition above about 12%
VHR inh abs = blocks human VHR1 dual specificity phosphatase; P51452; recombinant VHR phosphatase, pNPP absorbance; inhibition, % at 13.3 µM; 0.52% of 290,000 active; AID 1654; in the data active = inhibition above about 50%; also: some compounds called inactive have numbers as strong as hits
Target sequence (P51452 whole entry, looked up): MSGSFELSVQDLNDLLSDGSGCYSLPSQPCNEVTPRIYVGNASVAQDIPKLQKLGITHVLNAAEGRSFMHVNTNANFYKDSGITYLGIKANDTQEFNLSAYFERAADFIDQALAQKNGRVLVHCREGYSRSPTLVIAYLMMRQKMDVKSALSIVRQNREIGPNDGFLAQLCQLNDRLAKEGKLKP
Vc quorum ag = inducers of Vibrio cholerae quorum light production without autoinducers. V. cholerae BH1578 lux reporter, luminescence, 6 h. activation, % at 18.7 µM. 0.16% of 350,000 active. AID 588436; in the data active = activation mostly above about 9.7%, no sharp cut-off; inconclusive = no clear call, values can overlap the other calls; inactive = mostly below about 3.7%; also: not every result past the cut was called active; inactives centre near 0; reference of the scale not given here
Anthrax LF prot = blocks Bacillus anthracis lethal factor protease | P15917 | multiplex microsphere protease cleavage assay, LF | inhibition, % at 10 µM | 0.12% of 360,000 active | AID 588501; also: plate controls were buffer without enzyme for full effect and enzyme alone for no effect
Target sequence (P15917 whole entry, looked up): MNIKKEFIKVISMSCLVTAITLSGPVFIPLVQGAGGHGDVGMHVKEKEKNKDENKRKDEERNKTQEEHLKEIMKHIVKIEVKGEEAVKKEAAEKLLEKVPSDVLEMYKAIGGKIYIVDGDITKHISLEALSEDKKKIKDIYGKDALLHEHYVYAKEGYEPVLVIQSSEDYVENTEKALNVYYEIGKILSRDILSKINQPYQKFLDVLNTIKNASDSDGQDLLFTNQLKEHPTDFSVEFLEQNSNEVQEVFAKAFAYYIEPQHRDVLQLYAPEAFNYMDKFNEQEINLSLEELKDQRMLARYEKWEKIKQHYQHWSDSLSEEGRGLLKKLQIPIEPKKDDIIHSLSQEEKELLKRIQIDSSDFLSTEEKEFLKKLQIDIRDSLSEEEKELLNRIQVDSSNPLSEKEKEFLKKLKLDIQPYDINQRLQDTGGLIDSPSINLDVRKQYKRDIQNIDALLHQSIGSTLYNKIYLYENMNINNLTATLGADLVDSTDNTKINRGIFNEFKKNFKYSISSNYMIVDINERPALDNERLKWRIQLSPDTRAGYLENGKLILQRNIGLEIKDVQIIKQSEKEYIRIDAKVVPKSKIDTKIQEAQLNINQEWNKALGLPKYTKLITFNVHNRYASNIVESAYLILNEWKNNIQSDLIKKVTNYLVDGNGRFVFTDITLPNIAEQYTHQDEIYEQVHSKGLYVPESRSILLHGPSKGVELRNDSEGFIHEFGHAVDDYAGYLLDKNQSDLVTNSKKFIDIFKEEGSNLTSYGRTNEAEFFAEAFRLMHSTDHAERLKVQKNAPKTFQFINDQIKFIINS
CCHF vOTU inh = CCHFV vOTU protease inhibition; AID 651958; inhibition, % at 11.5 µM; Pep-AMC fluorescence; 0.55% of 370,000 active; in the data active = inhibition above about 30%; also: 0% = vehicle wells with enzyme and 100% = no enzyme wells
PfHsp40 rescue = rescue of PfHsp40-mediated yeast toxicity; S. cerevisiae expressing PfHsp40, growth rescue, ATP luminescence; growth rescue, % at 12.5 µM; 0.68% of 340,000 active; in the data active = growth rescue above about 28%, passing the limit was not always enough; inconclusive = no clear call, values can overlap the other calls;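 also: yeast W303a lacking pdr1 and pdr3 grown in galactose medium; growth measured after three days at 30 °C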
BoNT-A LC inh2 = BoNT A light chain protease inhibition; 0.17% of 360,000 active; multiplex microsphere protease substrate cleavage, flow cytometry; inhibition, % at 10 µM; AID 588499; also: plate controls were buffer without enzyme for full effect and enzyme alone for no effect
Y pestis TopoI = Y. pestis Topo-I inhibition via cleavage products; activity, % at 10 µM; 0.064% of 360,000 active; Y. pestis Topo-I cleavage product accumulation, plate reader; in the data active = activity above about 50%, passing the limit was not always enough; inconclusive = no clear call, values can overlap the other calls; also: inactives centre near 2
TcdB inh = TcdB glycohydrolase inhibition. P18177. TcdB glycohydrolase enzymatic assay, plate reader. inhibition, % at 9.99 µM. 0.24% of 350,000 active; in the data active = inhibition above about 10%
SSB-PriA inh = K. pneumoniae PriA-SSBct interaction inhibition; AlphaScreen SSBct-PriA binding, biotinylated peptide; inhibition, % at 33 µM; AID 1272365; 0.6% of 430,000 active; in the data active = inhibition mostly above about 37%, no sharp cut-off; inactive = mostly below about 20%;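 also: plate controls were negative control peptide for no effect and reference peptide for full effect; strong numbers were not always called active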
* marks the source's active call; other numbers are inactive results; i = inactive; ? = inconclusive; nt = no result given; & = joins results of further samples. Rule as the data show it, unless noted: active = inhibition above about 30%; inconclusive = no clear call, values can overlap the other calls; inactive = below that.

SMILES	SARS 3CLpro inh	VHR inh abs	Vc quorum ag	Anthrax LF prot	CCHF vOTU inh	PfHsp40 rescue	BoNT-A LC inh2	Y pestis TopoI	TcdB inh	SSB-PriA inh
CCOC(=O)c1nn(-c2ccc(Cl)cc2)c(C)cc1=O	0	-25	i	6	0	-0.7	-2.0	2	1.3	-2
CCOc1cc(N2CCOCC2)c(OCC)cc1NC(=O)CN1C(=O)NC(C)(C2CC2)C1=O (stereo not drawn)	-3	8	i	4	11	8.3	-0.9	0	-2.9	-2
CN(C)c1ccc(CC2C(=O)Nc3ccccc32)cc1 (stereo not drawn)	1	10	-0.3	7	-5	-1.5	0.1	-5	-3.5	20
Cc1cccc(NC(=O)/C(C#N)=C/c2ccc(F)cc2)n1	-7	18	-0.5	11	-9	-1.1	-2.5	-8	-0.1	19
CC(C)(C)NC(=O)C(c1ccc(-c2ccccc2)cc1)N(C[C@H]1CC[C@@H]([C@@H]2CC[C@H](CO)O2)O1)C(=O)c1ccc(-c2ccccc2)cc1 (stereo partly drawn)	nt	nt	-2.8	-6	nt	0.3	-0.1	34	nt	-16
C[C@@H]1CN([C@@H](C)CO)C(=O)c2cccc(NS(=O)(=O)c3cccs3)c2O[C@H]1CN(C)Cc1ccc(C(F)(F)F)cc1	nt	nt	i	2	2	0.8	-0.3	29	1.3&2.6	4
Cc1ccsc1CNCCc1ccccc1F	-4	25	-0.5	27	-8	-0.5	-4.2	-5	-1.2	-5
CN(Cc1cccs1)C(=O)COc1cccc2c1OC(C)(C)C2	nt	nt	-1.0	-4	4	-0.9	-0.5	14	0.9	-4
CCOc1ccc(OCC(=O)N2CCC3(CC2)CC(=O)c2ccccc2O3)cc1	nt	nt	i	6	8	1.2	4.9	25	-0.3	-10
CCOC(=O)N1CCN(S(=O)(=O)c2ccc(C)c(C)c2)CC1	1	6	i	1	-12	-1.8	?	2	nt	-3
O=C(c1cc2ccccc2oc1=O)N1CCN(c2ncccn2)CC1	8	8	i	-4	nt	0.9	2.2	0	nt	2&-6
CC(/C=C/C=C/c1ccccc1)=N\NC(=O)c1cccnc1	-1	16	i	0	15	1.5	-0.9	5	0.8	nt
CC(C)Cc1nnc(NC(=O)CCC(=O)N2CCN(C3CCCC3)CC2)s1	-4	6	-0.4	-1	7	1.0	1.0	7	1.5	-2
COCCCn1c(-c2ccco2)nc2ccccc2c1=O	-2	12	i	-5	-15	0.1	1.3	-11	nt	1
O=c1c2ccccc2nc(N/N=C/c2c(O)ccc3ccccc23)n1O	-4	4	i	-2	7	?	0.9	6	nt	nt
NNC(=O)CNC(=O)c1cccc(Br)c1	1	13	0.7	9	4	-0.3	0.9	0	5.5	-13
CC(=O)Oc1c(/C=C(\C#N)C(N)=O)[nH]c2ccccc12	-10	-8	-0.3	1	14	-0.5	0.9	-5	-2.0	8
Cc1cccc(C)c1NC(=O)N1CCC(C(=O)c2ccc(F)cc2)CC1	1	14	-2.2	8	17	1.6	-5.1	7	-0.8	-10
CCOC(=O)C1CCCN1C(=O)C1(NC(C)=O)CCCC1 (stereo not drawn)	nt	nt	i	-1	5	-1.4	-0.6	10	0.9	-3
Cc1ccc(S(=O)(=O)N2CCN(C(=O)CSc3nncs3)CC2)cc1	-6	-3	-0.4	2	-2	-0.1	-0.5	12	-0.1	-3
Cc1c(S(=O)(=O)N2CCCC2)c(=O)n(C)c(=O)n1C	nt	nt	i	-4	22	0.8	-3.0	-2	-0.1	-6&-14
CCC(CC)c1nnc(NC(=O)CN2C(=O)C3C4C=CC(C4)C3C2=O)s1 (stereo not drawn)	1	39	nt	4	-6	0.8	-0.1	4	nt	-5
S=c1[nH]c2ccccc2n2c(=S)[nH]nc12	-2	-2	-1.3	3	0	2.9	1.1	11	6.7	-10
COCc1c(C)cc(C)c(/C=N/O)c1C	0	13	nt	7	-2	1.3	-0.5	1	nt	nt
CCOC(=O)c1c(-c2ccc(OC)cc2)csc1NC(=O)CCN1C(=O)c2ccccc2C1=O	-2	17	-0.2	-2	nt	0.3	0.5	-1	-0.4	-2
CC(=O)C12OC(C)(C)OC1CC1C3CCC4=CC(=O)C=CC4(C)C3(F)C(O)CC12C (stereo not drawn)	nt	nt	i	1	4	-0.5	0.6	-7	0.8	2
CCCc1cc(=O)oc2cc(C)cc(OCC(=O)Nc3ccc(CN4CCOCC4)cc3)c12	4	4	i	0	-17	-0.2	-0.2	6	-0.1	3
CCOC(=O)N1CCN(C(=O)c2cc(-c3ccncc3)nc3ccccc23)CC1	nt	nt	i	1	14	-0.1	-0.3	-2	2.7	-12
O=C(COc1ccc([N+](=O)[O-])cc1)N/N=C/c1ccccn1	-2	36	i	-1	1	-0.5	-2.4	3	nt	nt
COC(=O)c1ccc(CSc2nnc3c(Cl)cc(Cl)cn23)o1	-1	28	35*	0	-14	1.6	0.4	0	-0.5	-10
[O-][n+]1onc2c3ccnnc3ccc21	-4	-8	i	-11	5	-0.7	-0.3	-9	nt	-11
COc1ccccc1OCCNC(=O)c1ccc2c(c1)CCC2	1	14	-0.2	-3	5	-0.9	-1.4	14	-0.9	-7
Fc1ccccc1-c1nc(-c2ccc(-c3nn[nH]n3)cc2)no1	nt	nt	-0.4	-4	0	-0.1	-0.1	18	-3.0	-4
O=P(O)(O)CP(=O)(O)O	-3	6	-5.0	nt	nt	0.4	nt	nt	nt	nt
CO/N=C\CC(=O)Nc1ccc(F)cc1	6	-22	-0.4	-8	7	0.8	-0.1	-9	nt	nt
CC1(OC(=O)C2CCCC2)C(=O)C=C2C=C(c3ccsc3)N(CCc3c[nH]c4ccccc34)C=C2C1=O (stereo not drawn)	nt	15	i	-8	nt	-1.5	0.8	17	nt	-4
N#Cc1ccc(C(=O)Nc2cc(-c3ccc(F)cc3)nn2-c2ccccc2)cc1	nt	nt	i	6	-2	-0.8	-0.3	-12	0.5	-3
COc1ccc(NC(=O)c2cnn(-c3ccccc3)c2C)cc1	-10	-4	i	-2	-7	-2.6	1.1	-5	2.0	-19
O=C(CN1CCOCC1)Nc1ccc(OCc2ccccc2)cc1	7	0	i	-10	-6	0.2	1.8	0	nt	8
O=C(CC1OC(=O)c2ccccc21)Nc1cc(S(=O)(=O)N2CCOCC2)ccc1OCC(F)(F)F (stereo not drawn)	nt	nt	i	3	-11	-0.2	3.8	3	0.0	-2
Cc1ccc(OCC(=O)Nc2ccc3oc(=O)ccc3c2)cc1C	-1	31	0.6	-1	6	-0.5	1.1	4	0.5	-14
Nc1c(C(=O)Nc2ccc(Cl)cc2)oc2ccccc12	2	13	-0.3	-11	3	0.5	-0.6	-3	0.1	-13
CN(C)CCC1c2ccc(Cl)cc2CCc2cccnc21 (stereo not drawn) (tested in a mixture with another compound)	0	-12	-0.7	6	4	-0.6	-2.5	-3	-2.4	nt
c1csc(-c2ncc3ccccn23)c1	-4	3	0.5	15	-3	0.4	14	-3	nt	1
O=C(CN1CCCN(S(=O)(=O)c2ccc(F)cc2)CC1)Nc1cccc(F)c1	1	26	-0.4	-3	7	0.0	-3.1	-4	1.1	-3
Cc1ccc(NC(=O)CCNC(=O)c2ccc(Cl)cc2)nc1	0	37	-0.5	2	9	-0.5	2.5	1	1.6	5
C#CCN(C[C@@H]1[C@@H](OC(=O)NCc2ccccc2)[C@@H](OC(=O)NCc2ccccc2)Cn2c(=O)n(CCCCCC)c(=O)n21)S(=O)(=O)c1ccc(C)cc1	nt	nt	-0.5	-3	12	nt	0.1	24	0.6	nt
O=C(O)CCCCCCCCc1cn(CC2CCCCC2)nn1	-8	-3	1.2	-5	12	-1.2	-0.5	-5	-1.9	-20
CC1CCCN(C2=NC(=O)/C(=C/c3cn(-c4ccccc4)nc3-c3cccc(S(=O)(=O)N(C)C)c3)S2)C1 (stereo not drawn)	-1	11	i	4	1	-0.7	0.2	6	nt	-14
CN(C)S(=O)(=O)c1cccc(C(=O)Nc2ccccc2Cl)c1	4	31	-0.4	2	-8	-0.4	-0.7	-10	nt	0
COc1ccccc1CNC(=O)CCNS(=O)(=O)c1ccc2c(c1)CC(C)N2C(C)=O (stereo not drawn)	-3	21	i	-3	1	-2.7	-1.0	-1	2.3	-13
CC(C)(C)NC(=O)CSc1nnc(-c2ccccn2)n1Cc1ccccc1	-3	-8	-0.5	0	1	1.1	0.2	12	0.9	4
CCOC(=O)C1C(=O)N(C(=O)c2ccc(OC)cc2)CC1c1ccccc1 (stereo not drawn)	-3	13	-0.2	-2	10	-1.8	?	3	nt	-19
CC(=O)Nc1sc2c(c1C(c1cccs1)N1CCOCC1)CCCC2 (stereo not drawn)	-3	29	0.6	-3	0	3.1	-0.4	12	nt	9
COc1cc(/C=N\NC(=O)CC(=O)NCCc2ccccc2)ccc1O	-1	11	-0.6	-7	8	0.3	-1.2	-12	-6.1	nt
CCOc1cc(N2CCOCC2)c(OCC)cc1NC(=O)COc1ncnc2ccccc12	-4	16	i	-6	-1	0.4	-1.2	5	nt	-11
O=C(Cn1cncn1)N/N=C/c1ccc(Cl)cc1	5	-6	i	1	0	-1.1	0.3	2	nt	nt
CC1CCCN(c2nc(-c3cccnc3)nc3scc(-c4ccccc4)c23)C1 (stereo not drawn)	2	10	4.3	2	0	-0.1	3.2	3	0.4	-2
Cc1[nH]nc2c1C(CC(C)C)C(C#N)=C(N)O2 (stereo not drawn)	-2	-7	i	-10	1	1.2	-5.8	-3	-0.5	1
COc1ccc(N2C(N)=NC(N)=NC2(C)C)cc1	0	15	-1.6	-6	0	0.2	0.4	1	nt	-7

The list goes on:
SMILES	SARS 3CLpro inh	VHR inh abs	Vc quorum ag	Anthrax LF prot	CCHF vOTU inh	PfHsp40 rescue	BoNT-A LC inh2	Y pestis TopoI	TcdB inh	SSB-PriA inh
COc1ccc(-c2csc(Nc3ccccc3)n2)cc1	6	30	i	-8	9	57*	-0.6	-24	1.5	8
COc1cc(C(=O)NCC(=O)N/N=C/c2cccnc2)cc(OC)c1OC	0	20	-0.6	16	2	1.6	2.2	-2	-0.2	nt
Cc1ccc(CNC(=O)c2ccccc2NS(C)(=O)=O)cc1	-2	9	i	-1	0	-0.3	-0.3	-5	nt	-9
C=CCOc1ccc(C(c2c(C(=O)O)[nH]c3ccccc23)c2c(C(=O)O)[nH]c3ccccc23)cc1	5	6	-8.3	3	51*	23	-0.6	10	0.1	21
COc1ccc(C)cc1NC(=O)CCS(=O)(=O)c1ccc2c(c1)CCN2C(C)=O	5	-3	-0.3	-1	-14	-1.1	0.6	-2	1.2	-21
CN(C)C(=S)Nn1c(-c2ccccc2)nc2ccccc2c1=O	3	-6	-0.2	-1	8	-1.5	0.0	-4	1.6	1
O=C(CSCc1nc2ccccc2[nH]1)N1CCN(c2ccc(F)cc2)CC1	-2	-4	-1.3	-6	12	-0.8	1.9	2	nt	0

Bioassay records deposited in PubChem by several laboratories.

This is a subset; the hit share may differ from the screen's.
